# NOD1 inhibition: inhibition of NOD1-driven NF-kB reporter – cell-based, luminescence, uHTS, primary screen (AID 1578); NOD1-driven NF-kB luciferase reporter cells, luminescence; higher % means a stronger effect; one-dose inhibition, % at 4 µM; EC50 in µM for titrated hits; 290,000 tested, 1% active; in the data active means inhibition mostly above about 36%, no sharp cut-off; inactive means mostly below about 34%;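 further: HEK-293T reporter cells stimulated with the NOD1 agonist gamma-tri-DAP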
# GPR55 activation: GPR55 agonists via beta-arrestin recruitment, primary screen, imaging, U2OS cells, beta-arrestin-GFP redistribution (AID 1961) | 290,000 tested, 0.048% active | U2OS GPR55 beta-arrestin-GFP redistribution imaging; higher % means a stronger effect | one-dose activation, % at 10 µM; EC50 in µM for titrated hits;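 active means activation above 40% with more than 50 cells counted in the well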;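 further: U2OS osteosarcoma cells stably expressing GPR55 and beta-arrestin-GFP; plate controls were DMSO negative control for no effect and LPI positive control for full effect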
# K1F lysis inhibition: protection from phage-mediated lysis, alamar blue read-out – E. coli UTI89, K1F phage, bacterial capsule biogenesis inhibitors (AID 488966); E. coli UTI89 K1F phage lysis, alamar blue, 2 h; higher % means a stronger effect; one-dose inhibition, % at 100 µM; IC50 in µM for titrated hits; 340,000 tested, 0.02% active;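 active means phage lysis inhibition, versus mean bacterial control, above a set limit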;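 further: capsule biogenesis inhibitors block K1F phage lysis so surviving cells raise fluorescence; higher fluorescence means more inhibition of phage lysis; actives were called in the ten point dose series up to 300 µM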
# KOR beta-arrestin-1: KOR agonists, beta-arrestin recruitment, primary screen, cell-based, luminescence, uHTS (AID 1777). KOR beta-arrestin recruitment, luminescence; higher % means a stronger effect. activation, % at 10 µM; hits with a dose series show EC50 in µM. 280,000 tested, 0.02% active; in the data active means activation above about 50%, passing the limit was not always enough; further: a part of the inactive calls stands beside numbers as strong as those of hits
# NTR1 agonist: agonists of NTR1, primary screen, imaging, U2OS cells, beta-arrestin-GFP, high content (AID 493036); P30989; NTR1-U2OS beta-arrestin-GFP spot imaging, agonist mode; activation, % at 20 µM; 330,000 tested, 0.17% active;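 active means activation at or above 40% of the spot to cytoplasm intensity ratio, with at least 20 cells analyzed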;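 further: 0% = DMSO without peptide and 100% = 100 nM NTR1 peptide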
# Target sequence (P30989 whole entry, looked up): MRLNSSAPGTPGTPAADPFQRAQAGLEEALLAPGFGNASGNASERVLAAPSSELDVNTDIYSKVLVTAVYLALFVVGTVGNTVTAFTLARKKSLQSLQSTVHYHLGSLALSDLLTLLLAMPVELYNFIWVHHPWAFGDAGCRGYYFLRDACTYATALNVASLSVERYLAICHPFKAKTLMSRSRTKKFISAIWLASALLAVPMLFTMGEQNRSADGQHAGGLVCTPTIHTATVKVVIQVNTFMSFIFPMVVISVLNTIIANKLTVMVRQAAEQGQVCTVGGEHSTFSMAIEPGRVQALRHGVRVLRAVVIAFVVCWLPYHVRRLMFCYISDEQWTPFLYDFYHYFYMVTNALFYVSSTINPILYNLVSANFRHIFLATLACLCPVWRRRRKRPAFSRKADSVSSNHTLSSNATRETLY
# KOR beta-arrestin-2: kappa opioid receptor blockers – cell-based, luminescence, uHTS (AID 1778); KOR beta-arrestin recruitment, luminescence, antagonist mode; higher % means a stronger effect; inhibition, % at 10 µM, or IC50 in µM where a hit was titrated; 290,000 tested, 0.091% active; in the data active means inhibition above about 50%; further: strong numbers were not always called active
# GPR35 arrestin U2OS: inhibition of zaprinast-stimulated GPR35 beta-arrestin translocation – imaging, U2OS, beta-arrestin-GFP, zaprinast agonist, primary screen (AID 2058); U2OS GPR35 beta-arrestin-GFP translocation imaging, zaprinast antagonism; higher % means a stronger effect; one-dose inhibition, % at 10 µM; IC50 in µM for titrated hits; 290,000 tested, 0.052% active;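 active means inhibition of at least 50% with at least 30 cells and total cytoplasm GFP at most 10,000,000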
# GPR55 LPI antagonism: inhibition of LPI-stimulated GPR55 beta-arrestin translocation – imaging, U2OS, beta-arrestin-GFP, LPI agonist, primary screen (AID 2013); U2OS GPR55 beta-arrestin-GFP translocation imaging, LPI antagonism; higher % means a stronger effect; inhibition, % at 10 µM, or IC50 in µM where a hit was titrated; 290,000 tested, 0.13% active;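 active means spots per cell inhibited over 60%, with over 100 cells counted and total cytoplasm intensity under 500,000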;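 further: U2OS cells stably carrying GPR55 and arrestin-GFP stimulated by 5 µM LPI near EC80; imaged beta-arrestin-GFP aggregate spots per cell after agonist stimulation; plate controls were LPI-stimulated DMSO wells for no effect and DMSO wells without LPI for full effect; some results filed as inactive read as strong as hits; confirmed hits need IC50 under 10 µM and bright autofluorescent wells are also inconclusive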
# MgcRacGAP inhibition: MgcRacGAP GTPase-activating activity inhibitors, confirmation, biochemical, ADP Hunter fluorescence | MgcRacGAP-stimulated Rac1 GTP hydrolysis, ADP Hunter fluorescence; higher % means a stronger effect; GST-tagged Rac1 F28L mutant substrate | inhibition, % at 30 µM; hits with a dose series show IC50 in µM | 340,000 tested, 0.6% active | AID 624330;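 active means first-screen hits whose inhibition reached a set limit at any dose in the follow-up dose series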;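 further: fluorescence reports GDP produced by GAP-driven GTP hydrolysis; strong numbers were not always called active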
# NTR1 agonist cell count 20 µM: also measured in NTR1 agonist; calls as there; cell count; measured here: cell count, cytotoxicity flag
# Numbers without * were called inactive; . = not tested or not shown; & = joins results of further samples; [ ] = dose if it differs, or a comment. A portion of the library; rates above refer to the full screens.
SMILES,NOD1 inhibition,GPR55 activation,K1F lysis inhibition,KOR beta-arrestin-1,NTR1 agonist,NTR1 agonist cell count 20 µM,KOR beta-arrestin-2,GPR35 arrestin U2OS,GPR55 LPI antagonism,MgcRacGAP inhibition
O=C(CN1C(=O)NC2(CCCC2)C1=O)Nc1ccccc1N1CCCC1,-26%,-0.1%,0.2%[50 µM],-3.8%,-0.1,54,17%,1%,19%,6%
C=C(C)C(=O)Nc1cccc(C2=NOC3(C2)C[C@@H](C(N)=O)N(C(=O)C(=C)C)C3)c1 (stereo partly drawn),6%,-0.1%,-0.6%,-3.4%,0.9,82,17%,-7%,-4%,4%
COc1ccc(-c2[nH]ncc2CN2CCN(c3ccc(F)cc3)CC2)cc1,-11%,0.5%,1.2%,-4.0%,1.2,52,8%,10%,4%,14%
Cc1csc(NC(=O)CSc2nnc(-c3ccco3)n2C)n1,-9%,0.2%,0.2%,4.7%,2.3,86,-18%,1%,-11%,4%
Cc1nccn1CCCNC(=O)CC1C(=O)NCCN1Cc1ccc(Cl)c(F)c1 (stereo not drawn),-4%,-0.1%,0.1%,.,0.2,96,-8%[20 µM],-2%,6%,8%
CNCC(C)COc1ccccc1OCc1ccccc1 (stereo not drawn),-4%,-0.2%,1.2%[50 µM],-0.7%,-0.7,77,-1%,7%,22%,7%
CCc1ccc(-c2cn3c(n2)SCC3)cc1,-56%,-0.1%,0.2%,-6.3%,-0.8,43,-30%,-16%,1%,-4%
CCC(c1nnnn1CS(=O)(=O)c1ccc(C)cc1)N1CCN(c2nc3ccccc3s2)CC1 (stereo not drawn),25%,0.2%,-0.1%,5.5%,1.6,46,-9%,-5%,1%,3%
O=C(c1cccnc1)N1CCN(CCCc2ccccc2)CC1,0%,-0.3%,2.3%,-2.7%,-0.7,38,-7%,8%,-2%,16%
O=C(O)C(Cc1ccccc1)N1Cc2ccccc2C1=O (stereo not drawn),7%,-0.1%,2.0%,-1.7%,0.7,60,3%,7%,13%,2%
O=C(CN(c1ccc(F)cc1)S(=O)(=O)c1ccc2c(c1)OCCO2)NCc1cccnc1,-16%,-0.2%,1.5%,-2.0%,0.3,39,-27%,-10%,8%,7%
CCOC(=O)Nc1ccc(S(=O)(=O)NCCCN2CCOCC2)cc1,.,0.8%,0.5%,-1.1%,0.7,82,7%,-3%,0%,6%
C=CCNC(=S)N/N=C(\C)c1cccc(NC(C)=O)c1,-40%,-0.2%,0.1%,6.7%,-1.6,39,1%,-10%,-5%,9%
COc1ccccc1NS(=O)(=O)c1ccc2oc(SCC(C)=O)nc2c1,-41%,-0.2%,-1.1%,-2.2%,2.2,56,-12%,7%,-3%,12%
CCCc1cnc(N2CCN(C(=O)c3ccc(OC)cc3)CC2)nc1,-6%,-0.1%,0.0%,-16%,1.3,81,21%,17%,-9%,8%
COc1ccc(/C(C)=N\NC(=O)c2ccc(-c3ccccc3)cc2)c(F)c1,3%,-0.1%,0.4%,-3.4%,0.4,77,-6%,-4%,0%,8%
COc1ccc(/C=N/Nc2cc(C)nc3ccc(OC)cc23)c(OC)c1,-45%,2.9%,0.6%,2.5%,17,57,-17%,6%,8%,36µM*
CCN(Cc1ccccc1)c1ccc(/C=N/N2CCOCC2)cc1,-38%,-0.2%,0.0%,1.4%,0.6,77,-39%,-3%,5%,63µM*
COc1cc(CNC(C)c2ccccc2)c(Br)cc1OCC(N)=O (stereo not drawn),6%,0.2%,-2.2%,-4.9%,2.0,66,-11%,-1%,13%,3%
C/C(N)=C(/C#N)C(=O)COC(=O)CCSc1ccccc1,-29%,-0.1%,-3.0%&-0.1%,-2.8%,3.0,87,-2%,-7%,-2%,3%&6%
COc1ccc(CNC(=O)CN(Cc2ccc(Cl)cc2)S(C)(=O)=O)cc1,-18%,0.8%,2.9%,3.9%,-2.5,55,-1%,11%,-5%,-4%
CCCCCNc1nc2ccccc2nc1NS(=O)(=O)c1cccs1,10%,0.0%,0.3%,0.3%,1.7,45,-42%,1%,-6%,14%
O=C1S/C(=C/c2ccccc2F)C(=O)N1CCN=C1NS(=O)(=O)c2ccccc21,15%,-0.2%,-5.1%,8.2%,-1.4,39,10%,-7%,-2%,4%
Cc1ccc(S(=O)(=O)N2CCOCC2)cc1NC(=O)c1cc(-c2ccccn2)nc2ccccc12,-15%,-0.1%,0.0%,9.3%,8.5,55,-4%,7%,34%,9%
CCCCC(SCC(=O)Nc1ccccc1)C(=O)O (stereo not drawn),-24%,-0.2%,0.6%,0.7%,-0.9,60,25%,-8%,11%,3%
[O-]/C(=C(\C(=S)Nc1cccc2ccccc12)[n+]1cccc(CO)c1)c1ccc(Cl)s1,-5%,-0.6%,0.1%,6.6%,.,.,-26%,0%,-9%,6%
CCNC(=O)NC(=O)C(C)Sc1nc2ccccc2n1CC(C)C (stereo not drawn),-18%,-0.1%,0.7%,2.5%,-0.2,35,-13%,1%,16%,12%
Cc1ccc(C(=O)N(CC(=O)NC2CCCC2)c2ccccc2C)s1,1%,0.0%,-0.1%,4.1%,-0.4,52,-11%,4%,6%,5%
Oc1ccc(Cl)cc1-c1cc(-c2ccccc2)n[nH]1,-19%,0.3%,0.3%,-0.4%,34,53,4%,-2%,0%,0%
CCN(C(=O)COC(=O)COc1ccc2c(C)cc(=O)oc2c1)C1CCS(=O)(=O)C1 (stereo not drawn),-14%,0.7%,0.5%,-4.0%,1.9,60,20%,7%,14%,8%
Cc1c(C)n(CC(O)CN2CCCCC2)c2ccccc12 (stereo not drawn),6%,0.1%,-0.1%,3.6%,-0.3,92,-9%,1%,14%,15%
CN1C(=O)/C(=C\c2ccc(-c3ccccc3)o2)SC1=S,-77%,-0.1%,-0.3%,0.9%,9.3,36,0%,21%,-4%,2%
COc1ccc(CCCC(=O)N/N=C/c2ccccc2OC)cc1,-14%,0.7%,-0.3%,1.2%,1.9,30,16%,14%,8%,10%
CC1C(=O)N2CCCc3cc(NS(C)(=O)=O)cc1c32 (stereo not drawn),4%,-0.3%,2.1%,-5.2%,0.7,60,-59%,-1%,1%,10%
O=C(O)CCC(=O)Nc1ccc(S(=O)(=O)N2CCCC2)cc1,-1%,-0.1%,0.5%,1.7%,-1.4,33,12%,-5%,2%,11%
Cc1cc(C)cc(NC(=S)N2CCC(NC(=O)c3ccco3)CC2)c1,-2%,-0.1%,0.6%,-0.9%,1.0,47,-70%,6%,9%,4%
COc1ccc(CCNC(=O)COC(=O)c2ccco2)cc1OC,11%,-1.0%,0.4%,.,-1.7,90,-1%,13%,-6%,8%
O=C(O)CC(C(=O)Nc1ccc(Cl)cc1Cl)C1CCCO1 (stereo not drawn),-25%,0.7%,0.2%,0.8%,1.5,49,-5%,50%,-4%,4%
O=C(O)CS(=O)(=O)c1ccc(C(F)(F)F)cn1,-36%,-0.2%,0.0%,2.0%,0.0,59,-9%,-6%,4%,2%
CCC(C)C(NC(=O)C1CCC(C)CC1)C(=O)NC1CCN(Cc2ccccc2)CC1 (stereo not drawn),-10%,-0.1%,.,-1.4%,.,.,9%,-8%,-3%,.

# Next section; the last 4 above are carried over.
SMILES,NOD1 inhibition,GPR55 activation,K1F lysis inhibition,KOR beta-arrestin-1,NTR1 agonist,NTR1 agonist cell count 20 µM,KOR beta-arrestin-2,GPR35 arrestin U2OS,GPR55 LPI antagonism,MgcRacGAP inhibition
COc1ccc(CCNC(=O)COC(=O)c2ccco2)cc1OC,11%,-1.0%,0.4%,.,-1.7,90,-1%,13%,-6%,8%
O=C(O)CC(C(=O)Nc1ccc(Cl)cc1Cl)C1CCCO1 (stereo not drawn),-25%,0.7%,0.2%,0.8%,1.5,49,-5%,50%,-4%,4%
O=C(O)CS(=O)(=O)c1ccc(C(F)(F)F)cn1,-36%,-0.2%,0.0%,2.0%,0.0,59,-9%,-6%,4%,2%
CCC(C)C(NC(=O)C1CCC(C)CC1)C(=O)NC1CCN(Cc2ccccc2)CC1 (stereo not drawn),-10%,-0.1%,.,-1.4%,.,.,9%,-8%,-3%,.
O=S1(=O)N=C(N2CCN(Cc3ccccc3)CC2)c2ccccc21,-21%,-0.1%,0.0%[50 µM],-0.7%,0.8,57,-19%,-1%,2%,3%
COc1ccc(NC2=CC(=O)N(C)C2=O)cc1,-30%,0.5%,1.1%[50 µM],2.1%,-0.6,66,-45%,-2%,-3%,-1%
COc1ccc(-n2nc3c(c2NC(=O)C24CC5CC(CC(C5)C2)C4)CS(=O)C3)cc1 (stereo not drawn),7%,0.2%,-0.1%,-3.6%,-0.9,83,-4%,26%,-4%,5%
CCOC(=O)Nc1ccc(NC(=O)c2c(OC)cccc2OC)cc1,-19%,-0.2%,1.0%,-3.7%,-0.6,48,10%,-4%,15%,2%
CC(=O)C(C(C)=O)C(c1ccccc1)c1nc2ccccc2[nH]c1=O (stereo not drawn),-12%,0.0%,1.2%[50 µM],0.4%,0.0,87,0%,1%,10%,8%
CCOc1ccc(S(=O)(=O)N(CC(=O)N/N=C/c2ccc(-c3ccc([N+](=O)[O-])cc3)o2)c2ccccc2)cc1,10%,-0.1%,1.1%,-2.7%,3.1,49,30%,-1%,0%,18%
O=C(N1CCOCC1)N1CCN(c2ccccc2F)CC1,12%,0.4%,3.0%,2.1%,-0.8,41,-25%,2%,-2%,3%
CCCOc1ccc(N2C(=O)CC(NCc3ccncc3)C2=O)cc1 (stereo not drawn),-7%,-0.1%,1.0%,1.7%,-2.6,42,-9%,0%,24%,3%
Cc1[nH]c2ccc(C(=O)NCCCN3CCOCC3)cc2c1C,-6%,-0.1%,0.7%,2.3%,0.0,64,-51%,1%,-7%,7%
CCCCn1c(=O)[nH]c(=O)c2c1nc(CN1C(=O)c3ccccc3S1(=O)=O)n2CCC,-23%,-0.2%,1.2%,2.9%,0.0,35,8%,24%,8%,10%
Cc1ccc(C)c2c1cc(C)c1nnc(SCC(=O)Nc3cccc(C(=O)O)c3)n12,-6%,0.0%,0.1%,1.7%,-1.4,56,2%,6%,1%,11%
Cc1cc(C)cc(NC(=O)C2C3C=CC4(O3)C2C(=O)N(CCCN2CCCC2)C4C(=O)NC2CCCC(C)C2C)c1 (stereo not drawn),-11%,.,0.8%,3.5%,5.0,56,-29%,-6%,2%,4%
O=C(CSc1ncccn1)Nc1ccc(S(=O)(=O)N2CCCCC2)cc1,0%,0.3%,0.7%,0.8%,-0.1,84,19%,-2%,-10%,8%
CC(C)(C)N1C(=O)c2ccc(C(=O)Nc3ccc(C(=O)O)cc3)cc2C1=O,2%,-0.1%,0.2%,1.4%,-0.7,49,-7%,-4%,0%,2%
